PfM18AAP inh: blocks P. falciparum M18 aspartyl aminopeptidase; recombinant PfM18AAP, H-Glu-NHMec fluorogenic cleavage; inhibition, % at 7.35 µM; 290,000 tested, 1.2% active;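 active = inhibition above the campaign mean inhibition over all tested compounds plus 3 SD, cut at about 28% in these data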;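 note: 0% = plate median of test compound wells and 100% = 2 mM ZnCl2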
DNA FID counter: fluorescent intercalator displacement, NS3 helicase counter-screen; DNA fluorescent intercalator displacement, fluorescence; inhibition, % at 7.9 µM; 290,000 tested, 0.17% active; AID 1845; in the data active = inhibition above about 37%;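 note: 0% = vehicle and 100% = reference compound; higher means more ethidium bromide displaced from hairpin DNA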
HCV NS3 hel inh: inhibitors of Hepatitis C virus NS3 helicase; inhibition, % at 10.9 µM; 290,000 tested, 0.56% active; NS3 helicase DNA unwinding, Cy5 molecular beacon fluorescence;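 active = inhibition above the mean of all tested compounds plus 3 SD, set per campaign, cut at about 35% in these data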;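 note: 0% = DMSO wells and 100% = thioflavine S control wells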
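Material: hepatitis C virus NS3 helicase domain fragment enzyme; measured by: Cy5 fluorescence, 0 and 60 min reads; control set: DMSO and thioflavine S; incubation: 60 min unwinding reaction at 25 °C after ATP addition; read-out basis: % inhibition from 60/0 min fluorescence ratio, DMSO 0%, thioflavine S 100%; repeats: singlicate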
MEKK2wt PB1 HTS: raises or lowers MEK5 binding to wildtype human MEKK2 PB1 domain; binding response (% of control), % at 10 µM; bead flow cytometry, Alexa488-MEK5 binding to MEKK2 WT; actives lie on both sides; AID 1531; 290,000 tested, 1.1% active; in the data active = binding response below about 67% or above about 130%
VIM-2 inhibitor: blocks Pseudomonas aeruginosa VIM-2 metallo-beta-lactamase. AID 1527. 290,000 tested, 0.89% active. inhibition, % at 5.6 µM. purified VIM-2, nitrocefin hydrolysis, epi-absorbance fluorescence;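 active = inhibition above the mean of all tested compounds plus 3 SD, cutoff set per screening run, cut at about 7.5% in these data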;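 note: red hydrolysis product quenches plate fluorescence so inhibitors raise well fluorescence; 0% = enzyme with DMSO and 100% = DMSO without enzyme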
IMP-1 inh: inhibitors of Pseudomonas aeruginosa IMP-1 metallo-beta-lactamase; purified IMP-1, nitrocefin hydrolysis, epi-absorbance fluorescence; inhibition, % at 5.6 µM; 290,000 tested, 0.45% active; AID 1556;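 active = inhibition above the mean plus 3 SD of all compounds in the same screening run, cut at about 4.5% in these data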;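 note: 0% = IMP-1 with DMSO and 100% = DMSO wells lacking enzyme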
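Assay system: purified IMP-1; Quantity: IMP-1 0.2 nM before substrate addition; Medium: HEPES buffer pH 7.1 with ZnSO4 and Brij 35; Incubation: 15 min enzyme–compound preincubation, then 25 min nitrocefin reaction, 25 °C; Signal: fluorescence quenching readout, ex 480/em 530 nm; Controls: DMSO with and without IMP-1; Repeats: singlicate testing.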
MEKK2mut PB1 HTS: signal of MEK5 binding to mutant human MEKK2 PB1 domain; bead flow cytometry, Alexa488-MEK5 binding to MEKK2 mutant; percent response, % at 10 µM; AID 1530; 290,000 tested, 0.35% active; in the data active = percent response above about 24%, passing the limit was not always enough; note: inactives centre near 1; some results filed as inactive read as strong as hits
UBC9 SUMO inh: inhibitors of human SUMOylation (UBC9). P63279. AID 2006. inhibition, % at 35 µM. HTRF SUMOylation assay, SAE1/SAE2 + UBC9, in vitro. 290,000 tested, 0.36% active; in the data active = inhibition above about 50%, passing the limit was not always enough; note: strong numbers were not always called active
Target sequence (P63279 whole entry, looked up): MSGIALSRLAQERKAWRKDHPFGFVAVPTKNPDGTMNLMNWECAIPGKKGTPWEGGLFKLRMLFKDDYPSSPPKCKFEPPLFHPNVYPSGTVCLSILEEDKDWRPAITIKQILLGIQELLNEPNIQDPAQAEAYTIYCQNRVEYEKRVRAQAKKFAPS
NALP1 inh: blocks the NALP1 inflammasome reconstituted in yeast; AID 2071; inhibition, % at 10 µM; S. cerevisiae NALP1/ASC/caspase-1 growth, X-gal OD620, 72 h; 280,000 tested, 0.61% active; in the data active = inhibition mostly above about 24%, no sharp cut-off; inactive = mostly below about 32%; note: some compounds called inactive have numbers as strong as hits
* hit, by the source's call; . = not tested or not shown; [ ] = another dose, or the depositor's remark. Compounds were not picked by outcome. Share with any hit: about 4.7%.

compound	PfM18AAP inh	DNA FID counter	HCV NS3 hel inh	MEKK2wt PB1 HTS	VIM-2 inhibitor	IMP-1 inh	MEKK2mut PB1 HTS	UBC9 SUMO inh	NALP1 inh
CCN(CC)S(=O)(=O)c1ccc(OCC(=O)NCc2ccccc2)cc1	1	-22	-1	38*[inhibitor]	-0.6	-0.4	-19	-14	10
CCOC(=O)NNC(=O)CCn1c2c(c3ccccc31)CCCC2	-3	-11	7	101	1.5	-1.3	7	1	15
CCOC(=O)C1CCN(C(=O)c2ccc(OC3CCN(C(=O)CCOC)CC3)cc2)CC1	-4	-42	-2	103	-1.5	-0.6	1	13	4
CCOC(=O)COc1ccc2cc(C(=O)OCC)c(=O)oc2c1	3	-9	3	.	-2.6	-3.3	.	11	14
COC(CNC(=O)C1CC(=O)N(CCc2ccccc2)C1)OC (centres undefined)	0	1	0	101	-2.7	0.6	2	4	-23
O=C(NCN1CCN(c2ccccn2)CC1)c1cnccn1	-6	-22	-2	103	-0.5	-2.2	5	8	-1
CCOc1ccc(N(CC(=O)NC2CCCC(C)C2C)S(=O)(=O)c2c(C)noc2C)cc1 (centres undefined)	0	-13	-4	97	-5.1	-1.8	3	-2	23
O=C(CCN1C(=O)/C(=C\c2cccs2)SC1=S)NC1=NCCS1	4	-5	-10	104	-2.2	-4.4	1	-3	31
COc1ccc(S(=O)(=O)Nc2nnc(C(C)C)s2)cc1	-4	-8	-1	104	1.0	-3.0	6	-1	3
CC(C)CN1CCC(=O)N([C@H](COc2ccccc2)Cc2ccccc2)CC1	2	-4	11	100	-4.6	-2.8	4	-11	20
COc1ccc(C(=O)c2c(C)oc3ccc(O)cc23)cc1	-4	-14	0	107	-0.3	-1.1	5	3	28
Cc1ccc2oc(-c3ccc(NC(=O)c4ccc5c(c4)OCO5)cc3)nc2c1	-5	-2	1	94	-2.3	-3.4	-1	-11	3
CCC(C)n1nnc2c(=O)oc3ccccc3c21 (centres undefined)	-3	0	-6	105	1.7	-0.6	6	-7	-2
Cc1ccc(Nc2nnc(SC3CCOC3=O)s2)cc1 (centres undefined)	-6	-6	4	112	-2.9	-5.6	8	-13	21
O=C(/C=C/c1ccc(S(=O)(=O)N2CCOCC2)cc1)OCC(=O)c1ccc([N+](=O)[O-])cc1	27	-4	6	98	-2.0	-0.1	5	30	.

(cont.)
compound	PfM18AAP inh	DNA FID counter	HCV NS3 hel inh	MEKK2wt PB1 HTS	VIM-2 inhibitor	IMP-1 inh	MEKK2mut PB1 HTS	UBC9 SUMO inh	NALP1 inh
Cc1ccc(NS(=O)(=O)c2ccc(Br)s2)cc1S(=O)(=O)N1CCOCC1	1	-17	2	105	-3.0	-1.0	-2	5	3
Cc1nc(N)sc1-c1nnc(SCC(=O)Nc2nccs2)n1C	-2	-5	1	89	-3.6	-5.3	-8	12	-5
CCOc1cc(/C=C2\SC(=N)N(c3nonc3N)C2=O)ccc1OCC(N)=O	-3	-2	5	106	-4.0	-3.1	0	26	23
O=C1CSC(c2cn(-c3ccccc3)nc2-c2cccs2)N1CC1CCCO1 (centres undefined)	-3	-31	-11	107	-2.6	1.6	12	-9	26
O=C(COC(=O)CNC(=O)c1ccco1)Nc1ccccc1OC(F)F	3	0	-3	100	-3.1	-4.7	-2	-2	-3
Nc1nc(SCC(=O)NCCO)nc2sc3c(c12)CCCC3	-3	-4	-3	103	2.1	-2.9	0	22	-14
Cc1ccc(C(=O)CSc2ncn[nH]2)cc1	22	1	-10	96	-3.3	-0.9	-3	20	-5
CSC1=NCCN1C(=O)C(C)Oc1ccccc1 (centres undefined)	6	-2	-1	109	-3.2	-4.6	3	-7	29
COc1ccc(OC)c(-n2nnnc2SCC(=O)Nc2ccc(C(=O)N3CCCCC3)cc2)c1	9	-41	-16	101	-1.0	-1.2	3	0	4
CC1(C)CC2(CC(c3ccccc3F)c3cc(Cl)c(O)cc3O2)NC(=S)N1 (centres undefined)	10	-21	-23	89	-3.9	-2.1	-3	-18	20
COc1ccccc1CNC(=O)C/C(C)=N/NC(=O)Cc1ccccc1	1	-13	-6	105	-4.2	-2.6	2	6	6
COc1ccc(COC(=O)c2ccc(S(=O)(=O)N3CCC(C)CC3)cc2)cc1	-1	-18	-6	101	-0.6	-0.3	-3	2	20
Cc1cc[n+](CC(=O)c2cccs2)cc1	14	8	3	100	-0.3	2.1	-1	15	-1
O=C(Nc1ccccc1-c1nnn(CC(=O)N2CCc3ccccc3C2)n1)C1CCC1	1	-6	-7	101	-0.1	-2.6	4	14	15
NC(=O)CNC(=O)[C@@H]1CC2(CC(c3ccc(Cl)cc3)=NO2)CN1C(=O)c1ccc(Br)cc1 (some centres undefined)	3	-40	-3	101	-2.4	-1.6	1	10	18

More records follow:
compound	PfM18AAP inh	DNA FID counter	HCV NS3 hel inh	MEKK2wt PB1 HTS	VIM-2 inhibitor	IMP-1 inh	MEKK2mut PB1 HTS	UBC9 SUMO inh	NALP1 inh
O=C(NC1CCCCCCC1)c1cccc(Cl)c1	12	-13	-12	102	-2.7	-1.4	3	-18	1
O=C(CNCCC1=CCCCC1)Nc1ccccc1N1CCCCCC1	10	-24	-8	93	-1.9	-0.7	-17	-10	.
COc1ccc(N/N=C(/C(C)=O)N2CCCc3ccccc32)cc1	-2	-7	-10	95	-0.4	-2.8	-9	2	9
COc1cccc(-c2ccc(=O)n(CC(=O)Nc3ccc(S(=O)(=O)NCC(C)C)cc3)n2)c1	-9	-25	-12	97	-1.1	-1.5	-6	18	-2
COc1cc(/C=C2\C=CC(=O)O2)cc(OC)c1	-2	-7	-2	98	-1.7	-2.1	4	12	17
COc1ccc(-n2c(-c3ccc(OC)c(OC)c3)n[nH]c2=S)cc1	23	-19	-9	100	9.1*	-3.5	0	6	-5
COC(=O)CSc1nc(N)nc(C)c1Br	-12	-10	10	103	-0.4	-4.4	5	14	4
Cc1cc2n(n1)C(c1cn(-c3ccccc3)nc1C)Nc1ccccc1-2 (centres undefined)	-4	-3	-7	99	-2.6	-4.3	-1	23	17
O=[N+]([O-])c1cc(C(F)(F)F)ccc1Sc1ccccn1	3	5	-2	95	-2.1	-1.6	-3	6	10
C/C(=N/NC(=O)CCc1ccccc1)c1ccc2c(c1)OCO2	1	-20	16	102	3.6	0.0	-4	12	12
CCCN1CCC(=O)N([C@H](COc2ccccc2)CC(C)C)CC1	4	-7	-4	109	-1.7	-5.8	3	5	18
Cn1c(C(=O)NCCN2CCc3ccccc3C2)cc2c(=O)n(C)c3ccccc3c21	7	15	-18	119	19*	0.2	5	16	4
O=C(Nc1ccccc1C(=O)N1CCCC1)c1ncoc1-c1cccc(Cl)c1	2	-39	-10	100	-3.3	-7.2	5	-6	1
CCCCOc1cccc(C2(C(=O)O)CCCC2)c1	-6	-14	14	98	1.3	-1.1	0	29	-1
Cc1ccc(-n2cc(CNCCCn3cccn3)c(-c3cccc(C)c3)n2)cc1	5	17	-66	138*	-2.6	-2.2	24	-7	.

(list continues)
compound	PfM18AAP inh	DNA FID counter	HCV NS3 hel inh	MEKK2wt PB1 HTS	VIM-2 inhibitor	IMP-1 inh	MEKK2mut PB1 HTS	UBC9 SUMO inh	NALP1 inh
Cc1ccc(CNC(=O)Cn2c(=O)c3sccc3n(Cc3ccc([N+](=O)[O-])cc3)c2=O)cc1	-5	0	7	107	0.4	-1.7	0	31	33
COc1ccc(CN(C(=O)/C=C/c2ccccc2Cl)C2CCS(=O)(=O)C2)cc1 (centres undefined)	7	-37	-5	83	0.2	-1.3	-3	-6	.
CN(C)CCCN(C(=O)c1ccc(S(=O)(=O)N2CCc3ccccc3C2)cc1)c1nc2ccc(F)cc2s1	2	41*	-38	252*	-2.1	0.4	71*	7	20
Cc1c(-c2ccccc2)[n+](=O)c2c(n1[O-])CCCCC2	-3	3	6	103	-1.3	-3.6	-1	4	26
Cc1cccc(-n2c(=S)[nH]c3c(oc4ccccc43)c2=O)c1	3	-7	15	105	-2.2	-2.8	0	1	8
Cc1cc(C(=O)N/N=C/c2cccnc2)cs1	-1	2	-2	107	-3.6	-4.0	3	-1	35
Cc1ccccc1-c1nc(CS(=O)(=O)CC(=O)NCCCN2CCCC2=O)c(C)o1	2	-12	7	107	-1.1	-3.5	5	-12	17
CNC(=S)NNC(=O)c1sccc1OCc1ccc(Cl)cc1Cl	-1	-2	3	94	-2.8	-2.5	-18	-6	14
Cc1cccc(OC(=O)c2sc3ncn(C)c(=O)c3c2C)c1	-1	-2	-5	78	0.5	-1.5	-13	-12	-5
O=C(C1CCCN(Cc2cccc(F)c2)C1)N1CCCCC1 (centres undefined)	10	11	11	99	-0.1	-1.6	-2	14	30
COCC(=O)n1nc(-c2ccc(Cl)cc2)nc1NCc1ccc(F)cc1	3	5	6	99	-1.6	-2.4	-1	-20	49
CCN1C(=O)/C(=C/N2CC(C)CC(C)C2)SC1=S (centres undefined)	2	-4	-1	98	-3.0	-3.5	-7	-9	26
CC(=O)c1cccc(CN2CCCC(C(=O)Nc3cccc(-n4cccn4)c3)C2)c1 (centres undefined)	-3	6	-10	113	-2.0	-2.4	7	10	14
Brc1ccc(CNc2ccc3ncccc3c2)cc1	16	-2	7	103	2.1	-2.8	4	-1	14
Cc1ccc(NCc2nnc(SCC(N)=O)n2CCc2ccccc2)cc1	10	-26	-4	108	0.6	-2.1	5	17	5

Continued:
compound	PfM18AAP inh	DNA FID counter	HCV NS3 hel inh	MEKK2wt PB1 HTS	VIM-2 inhibitor	IMP-1 inh	MEKK2mut PB1 HTS	UBC9 SUMO inh	NALP1 inh
CCOC(=O)N1CCC(c2nc(C)sc2C(=O)O)CC1	-3	0	0	100	-2.3	0.8	1	-24	16
COc1ccc(S(=O)(=O)N2CCOCC2)cc1C(=O)Nc1ccon1	-3	2	-3	102	-2.0	-3.2	-3	12	13
O=C(Nc1nc2ccsc2c(=O)s1)c1ccc(Cl)cc1	0	-1	4	102	-2.9	-4.0	0	-2	.
CN(C)CCCN(Cc1ccccc1)C(=S)Nc1ccc(F)c(Cl)c1	-2	11	0	115	-2.7	-1.9	17	1	33*
Cc1ccccc1-c1nc(CN2CCCC2c2ccc(F)cc2)c(C)o1 (centres undefined)	-7	-8	8	105	-2.2	-1.4	0	-2	2
Cc1nnc(N2CCOCC2)c2nn(-c3ccccc3)c(C)c12	0	0	13	105	-0.8	-2.1	3	7	33
Cc1cc(C(=O)CN2C(=O)C(=O)N(Cc3ccccc3)C2=O)c(C)n1-c1ccc2c(c1)OCCO2	0	5	7	94	1.5	-1.1	-5	18	-32
Cc1ccc(CN2[C@@H](c3ccccc3)COCCS2(=O)=O)cc1	2	-25	9	104	-3.0	-3.9	1	3	-4
COCCNC(=S)N=Nc1c(O)[nH]c2c(C)cc(C)cc12	3	-3	-4	100	-0.6	-3.1	-2	16	14

Gathered by group: the entries above with a COOH group.
compound	PfM18AAP inh	DNA FID counter	HCV NS3 hel inh	MEKK2wt PB1 HTS	VIM-2 inhibitor	IMP-1 inh	MEKK2mut PB1 HTS	UBC9 SUMO inh	NALP1 inh
CCCCOc1cccc(C2(C(=O)O)CCCC2)c1	-6	-14	14	98	1.3	-1.1	0	29	-1
CCOC(=O)N1CCC(c2nc(C)sc2C(=O)O)CC1	-3	0	0	100	-2.3	0.8	1	-24	16

Source: PubChem BioAssay
